# CHT PAM – human CHT allosteric activation | B-score at 10 µM | AID 488977 | CHT-expressing cells, membrane potential dye, choline EC20; active compounds read high; LV-AA mutant CHT in HEK293 cells | 0.49% of 310,000 active;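 active = initial fluorescence not abnormally high and integrated response B-score, plate-corrected, over 3 SD above library mean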
# Target sequence (Q9GZV3 whole entry, looked up): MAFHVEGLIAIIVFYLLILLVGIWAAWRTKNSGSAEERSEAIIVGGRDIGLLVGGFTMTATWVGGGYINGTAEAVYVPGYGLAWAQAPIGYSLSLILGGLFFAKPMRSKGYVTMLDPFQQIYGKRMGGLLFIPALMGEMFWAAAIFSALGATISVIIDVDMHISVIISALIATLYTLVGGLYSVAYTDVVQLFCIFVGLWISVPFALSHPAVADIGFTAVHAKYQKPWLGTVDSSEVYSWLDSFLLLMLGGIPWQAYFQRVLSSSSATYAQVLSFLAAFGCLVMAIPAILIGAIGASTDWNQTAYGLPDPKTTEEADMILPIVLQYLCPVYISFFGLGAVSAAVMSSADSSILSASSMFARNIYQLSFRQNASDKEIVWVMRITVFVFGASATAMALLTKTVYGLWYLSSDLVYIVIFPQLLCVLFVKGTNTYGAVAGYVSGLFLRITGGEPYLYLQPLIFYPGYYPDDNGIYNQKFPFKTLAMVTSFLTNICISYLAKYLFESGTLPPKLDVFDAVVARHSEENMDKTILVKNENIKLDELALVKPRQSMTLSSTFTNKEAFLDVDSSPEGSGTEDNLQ
# OX1R antag – human HCRTR1 antagonism | O43613 | CHO/OX1R cells, Fluo-8 calcium fluorescence, orexin A | inhibition, % at 5 µM | 0.43% of 330,000 active | AID 434989;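 active = inhibition above its plate's threshold, mean inhibition of all tested compounds on the plate plus 3 SD, cut at about 37% in these data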;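 also: 0% = orexin A challenge wells and 100% = SB-334867-A antagonist wells; not every result past the cut was called active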
# Target sequence (O43613 whole entry, looked up): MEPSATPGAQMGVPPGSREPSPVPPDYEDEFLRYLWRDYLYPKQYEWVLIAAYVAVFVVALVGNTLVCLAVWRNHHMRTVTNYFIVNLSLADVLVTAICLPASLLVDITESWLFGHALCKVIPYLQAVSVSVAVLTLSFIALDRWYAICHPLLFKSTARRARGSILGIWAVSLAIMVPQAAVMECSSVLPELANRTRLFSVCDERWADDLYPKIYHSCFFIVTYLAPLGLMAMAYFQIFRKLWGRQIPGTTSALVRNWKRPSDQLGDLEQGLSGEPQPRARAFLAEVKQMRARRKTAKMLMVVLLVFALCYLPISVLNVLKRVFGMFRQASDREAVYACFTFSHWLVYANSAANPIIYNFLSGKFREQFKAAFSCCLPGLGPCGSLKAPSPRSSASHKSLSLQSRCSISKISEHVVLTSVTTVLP
# * marks the source's active call; other numbers are inactive results; i = inactive; x = no result given. Rows were taken by chance. Share with any hit: about 0.8%.
SMILES,CHT PAM,OX1R antag
O=C(CCCOc1ccc(Cl)cc1Cl)Nc1ncccn1,i,4
CC(=O)Nc1ccc(S(=O)(=O)Nc2cccc(NC(=O)C(C)(C)C)c2)cc1,i,1
Cc1c(Cc2ccc3c(c2)OCO3)sc(NC(=O)c2ccccc2)c1C(N)=O,i,-19
COc1ccc(N2C(=O)CNC2=S)cc1,i,-11
CC(C)(C)c1ccc(S(=O)(=O)N2CCN(c3ncccn3)CC2)cc1,i,-3
CCOc1ccccc1N1CC(C(=O)N(CC)C2CCS(=O)(=O)C2)CC1=O (centres undefined),x,-4
COc1ccc(-c2nn3c(COc4ccccc4)nnc3s2)cc1OC,i,7
CC(C)C[C@H]1COCCS(=O)(=O)N1Cc1cccc(Cl)c1,i,-20
COc1ccccc1C(NC(=O)CC(C)C)c1c(O)ccc2ccccc12 (centres undefined),i,-28
O=C(c1ccc(S(=O)(=O)c2ccccc2Cl)c([N+](=O)[O-])c1)N1CCCCCC1,i,5
COCCCNC(=S)NC1CC2CCCC(C1)N2Cc1cccs1 (centres undefined),i,-8
CCC1(CC)Cc2ccccc2-c2nc3ccccc3c(=O)n21,i,-45
COc1ccc(C(=O)NCC(=O)OC2CCCCC2=O)cc1 (centres undefined),i,-14
Cc1ccc(NC(=O)c2cc(C)n(-c3ccccc3)c2C)cc1,i,-24
CCCS(=O)(=O)c1c(S(=O)(=O)CCC)c2ccc(C(C)=O)cn2c1C(=O)OC,i,-4
CCS(=O)(=O)Nc1ccc(NC(C)=O)cc1,i,-4
CCC1(CC)Cc2ccccc2-c2nc(NCCCO)[nH]c(=O)c21,i,-3
COc1ccc(Br)c(C(=O)NCC2CCCCC2)c1,i,-24
CCOc1ccc(NC(=O)Cn2nnc(C(=O)NCc3ccccc3OC)c2N)cc1,i,-15
COC(=O)c1ccccc1NC(=S)NC(=O)COc1ccc(C)cc1,i,-34
O=S(=O)(c1cccc(F)c1)N1CCN(Cc2ccc3c(c2)OCO3)CC1,i,-29
COc1ccc(NC(=O)CSc2nc3sc(C)cc3c(=O)n2C)cc1,i,-18
C/C(=N\O)C1(C)N(O)C(C)(C)C(c2ccc(Br)cc2)=[N+]1[O-] (centres undefined),i,-2
Cc1[nH]c2ccccc2c1C(=O)C(C)OC(=O)c1ccc([N+](=O)[O-])o1 (centres undefined),i,-22
CC(CNC(=O)CCC(=O)N1CCOc2ccc(Cl)cc21)c1ccccc1 (centres undefined),i,-13
Cc1cc(NC(=O)CCN2CCCCC2)ccc1Br,i,-30
O=C1CC(NS(=O)(=O)c2cccs2)CN1c1ccc(F)cc1 (centres undefined),i,-32
OCCn1c(SCCOc2ccccc2F)nc2ccccc21,i,52*
O=C(COC(=O)CNC(=O)c1cccc(OC(F)F)c1)NNC(=O)c1ccccc1,x,0
CCc1cccc(CC)c1N(COC)C(=O)Cn1nnc2ccccc21,i,-21
C=CCOc1ccc(/C(CC)=N/O)c(OC)c1,i,-14
Cc1cc(Nc2ccc(O)cc2)n2c(nc3ccccc32)c1C#N,i,-2
COc1cc(OC)cc(-n2nnnc2SCC(=O)Nc2ccc(C(C)=O)cc2)c1,i,-24
CCn1cc(C(=O)O)c(=O)c2cc(F)c(N3CCN(S(=O)(=O)c4ccc(Br)cc4)CC3)cc21,i,-1
Cc1ccc(S(=O)(=O)NC(C)C(c2cccs2)N2CCN(C)CC2)cc1 (centres undefined),i,-19
Cc1ccc(Cn2c(SCC(=O)NCC3CCCO3)nc3c(sc4ccccc43)c2=O)cc1 (centres undefined),i,-1
CS(=O)(=O)c1ccc(C(=O)OCC(=O)Nc2cccc(S(=O)(=O)N3CCCC3)c2)cc1,i,-25
O=C(NCCc1nc2ccccc2[nH]1)c1cccc(Br)c1,i,1
Cc1cccc(N2CCN(C(=O)c3cc4n(n3)C(C(F)(F)F)CC(c3ccco3)N4)CC2)c1C (centres undefined),i,-27
COc1cc(NC(=O)c2ccc3c(c2)OCO3)ccc1NC(=O)c1cccs1,i,-16
CCNC(=O)NC(=O)C(C)OC(=O)C(C)(C)Oc1ccc(Cl)cc1 (centres undefined),i,-19
CCN(C[C@H]1N[C@@](C)(C(=O)OC)[C@H]2C(=O)N(Cc3ccccc3)C(=O)[C@@H]12)S(=O)(=O)c1ccc(C)cc1,x,-32
O=C(C1=C(O)C(=O)N(CCOCCO)C1c1ccccn1)c1cccs1 (centres undefined),i,-4
CCOC(=O)C1(S(=O)(=O)c2ccccc2)CCN(Cc2ccc(Cl)cc2)CC1,i,-24
C/C(N)=C(/C#N)C(=O)CSc1nnc(-c2ccccc2Br)o1,i,-14
CCOc1ccc(NC(=O)c2ccc(NC(=O)CSc3nc4ccccc4c(=O)[nH]3)cc2)cc1,i,7
COc1cc2c(cc1OC)CN(Cc1nc3ccsc3c(=O)[nH]1)CC2,i,-13
O=C(NC(=O)c1ccccc1F)Nc1nc(-c2cccs2)cc(C(F)(F)F)n1,i,-32
O=C(NC1CCCC1)c1ccc2nc(-c3ccco3)c(-c3ccco3)nc2c1,i,-12
CCOC(=O)C1=C(C)NC2=C(C1c1ccc([N+](=O)[O-])cc1)S(=O)(=O)c1ccccc12 (centres undefined),i,-30
# New compounds follow.
SMILES,CHT PAM,OX1R antag
Cc1cccc(CSc2nncc(=O)[nH]2)c1,i,-4
Cc1ccccc1NC(=O)CN(C)S(=O)(=O)c1cccc2cccnc12,i,-11
O=C(/C=C/c1ccc(F)cc1)N1CCCN(C(=O)/C=C/c2ccc(F)cc2)CC1,i,-25
C/C(N)=C(/C#N)C(=O)COC(=O)CC12CC3CC(CC(C3)C1)C2,i,-17
CCCc1cc(-n2ccnc2C)n2c(nc3ccccc32)c1C#N,i,-9
CCCS(=O)(=O)c1snnc1C,i,5
CC1C(=O)NN=C1C(=O)N/N=C\c1ccc(O)cc1O (centres undefined),i,-1
CC1CN(c2nc3ccccc3nc2C(C#N)C(=O)NC2CCCCC2)CC(C)O1 (centres undefined),i,-30
COc1ccccc1-c1nc(-c2ccccc2)nc(N2CCN(C)CC2)c1C#N,i,-15
CCOC(=O)c1sc(=S)n2c1[nH]c(=O)c1ccc(C(=O)OC)cc12,i,-9
Cc1ccc(-c2nn3c(C)nnc3s2)cc1NC(=O)c1ccc(Br)o1,i,-35
CCCOc1ccc(Cc2c(O)nc(N)[nH]c2=O)cc1C,i,-6
CCCN1CCN(C(=O)C(C)n2nc(C)c3sc4ccccc4c3c2=O)CC1 (centres undefined),i,-18
Cc1ccc(-c2csc3ncn(Cc4ccc(C(=O)O)cc4)c(=O)c23)cc1C,i,20
Cc1ccc(CN(C)C(=O)c2cc(S(=O)(=O)N3CCOCC3)ccc2F)o1,x,-28
CNc1ccc(C2(O)C(=O)c3ccccc3C2=O)cc1,i,-1
C=CCn1c(Cc2c[nH]c3ccccc23)n[nH]c1=S,i,-11
Cc1ccc(C(=O)Nc2ccc(CC(=O)O)cc2)o1,i,-1
Cc1ccc(-n2nc3cc(C)c(NC(=S)NC(=O)/C=C/c4ccco4)cc3n2)cc1,i,5
Cc1cc(=O)n2cc(-c3ccccc3)nc2[nH]1,i,-3

# Full records, quoted from the list. Order of screens: CHT PAM | OX1R antag
# Cc1ccc(C(=O)Nc2ccc(CC(=O)O)cc2)o1 is listed as i | -1
# C=CCn1c(Cc2c[nH]c3ccccc23)n[nH]c1=S is listed as i | -11
# CNc1ccc(C2(O)C(=O)c3ccccc3C2=O)cc1 is listed as i | -1
# Cc1cc(=O)n2cc(-c3ccccc3)nc2[nH]1 is listed as i | -3
# Cc1ccc(-n2nc3cc(C)c(NC(=S)NC(=O)/C=C/c4ccco4)cc3n2)cc1 is listed as i | 5

# Additional structures
SMILES,CHT PAM,OX1R antag
COCCOC(=O)C1=C(C)NC(=O)NC1/C=C/c1ccccc1 (centres undefined),i,-27
CC(=O)c1c(C)c(C)c2n1CCn1c(C)ccc1-2,i,-15
O=C(COc1ncnc2scc(-c3ccccc3)c12)NC1CCCc2ccccc21 (centres undefined),i,8
O=S1(=O)N=C(N=Nc2c(O)[nH]c3ccccc23)c2ccccc21,i,-8
NC(=O)CCN(Cc1ccccc1)S(=O)(=O)c1ccccc1,i,-5
CCOC(=O)c1c(C)nc2c(c1-c1ccccc1)C(=O)c1ccccc1-2,i,-36
CC(C)CNC(=O)c1cccc(NC(=O)c2ccco2)c1,i,0
Cc1cc(C)cc(OCC(=O)O/N=C(\N)c2ccccn2)c1,i,-12
COc1ccc(-c2nnn(CC#N)n2)cc1OC,i,-4
COc1cccc(C2CCCN2Cc2nc(CC3CC3)no2)c1 (centres undefined),i,-19

# Nothing new here: an excerpt of the list.
SMILES,CHT PAM,OX1R antag
COCCOC(=O)C1=C(C)NC(=O)NC1/C=C/c1ccccc1 (centres undefined),i,-27
CC(=O)c1c(C)c(C)c2n1CCn1c(C)ccc1-2,i,-15
O=C(COc1ncnc2scc(-c3ccccc3)c12)NC1CCCc2ccccc21 (centres undefined),i,8
O=S1(=O)N=C(N=Nc2c(O)[nH]c3ccccc23)c2ccccc21,i,-8

# Next part:
SMILES,CHT PAM,OX1R antag
COc1ccc(S(=O)(=O)N2CCCCC2)cc1NC(=O)c1ccc(=O)[nH]c1,i,-10
Cc1ccc(S(=O)(=O)N2CCN(CC(=O)N3CCCC3)CC2)c(C)c1,x,-23
CCc1ccc(N2C(=O)CC(c3ccc(F)cc3)C3=C2COC3=O)cc1 (centres undefined),i,-26
Cc1ccc(S(=O)(=O)N(C)C[C@@H]2Oc3c(NC(=O)C4CC4)cccc3C(=O)N([C@@H](C)CO)C[C@@H]2C)cc1,x,-22
COc1c(C)cc(C(=O)C2CCCN(C(=O)c3ccc4[nH]ccc4c3)C2)cc1C (centres undefined),i,-11
Cc1cccc(Nc2nc(NCc3ccco3)c3ccccc3n2)c1,i,44
Cc1ccc(F)c(CNC(=O)C2CCC(=O)N(CCCN3CCCC3=O)C2)c1F (centres undefined),i,-12
CC(C)NC(=O)N(C)C[C@H]1Oc2ccc(NS(=O)(=O)c3cccs3)cc2C(=O)N([C@H](C)CO)C[C@@H]1C,x,-3
CC(=O)CCc1ccc2oc(C(=O)O)c(C)c2c1,i,-12
CNC(=O)CC1C(=O)N(c2ccc(F)cc2)C(=S)N1NC(=O)c1ccc(Br)cc1 (centres undefined),i,-13
CC(=O)C1C(c2ccccc2Cl)NC(=O)NC1(O)C(F)(F)F (centres undefined),i,-15
COc1ccc(C)cc1N(CC(=O)Nc1ccc2c(c1)OCCO2)S(C)(=O)=O,i,-19
NC(=O)C1CCN(C(=O)CSc2ncccn2)CC1,i,2
O=C(CCCOc1ccccc1)Nc1ccccc1C(F)(F)F,i,-16
O=C(Cn1c(=O)oc2cc(S(=O)(=O)N3CCCCC3)ccc21)N1CCc2ccccc21,i,-11
CCCn1cc(S(=O)(=O)c2ccccc2)c(=O)c2cc(F)c(N3CCN(C)CC3)cc21,i,-11
CCCCC(CCC(=O)Nc1ccc(C(=O)OC)cc1)C(=O)O (centres undefined),i,-7
C/C(=N\NC(=O)c1cccc(S(=O)(=O)Nc2ccccc2Cl)c1)c1ccco1,i,-25
O=C(O)CCNc1nc(-c2ccccc2)c2cc(Br)ccc2n1,i,x
CC(C)c1ccc(NC(=S)NCCc2c[nH]c3ccccc23)cc1,i,-9
COc1ccc(S(=O)(=O)n2nc(C)c(S(=O)(=O)N3CCOCC3)c2C)cc1OC,i,-3
Cc1cccc(-c2noc(CCc3ccccc3)n2)c1,i,-5
COc1ccc(N2CCN(c3nc4ccccn4c(=O)c3/C=C(\C#N)S(=O)(=O)c3ccccc3)CC2)cc1,i,-1
O=C(CCn1nnc2ccccc21)NNC(=O)C1CCCCC1,i,-2
C=CCn1c(=N)c(S(=O)(=O)c2ccc(C)c(C)c2)cc2c(=O)n3ccccc3nc21,i,-4
Cc1ncc(CN2CCCC(C(=O)Nc3ccc(-c4cccc(F)c4)cc3)C2)cn1 (centres undefined),i,-15
COC(=O)c1cc(NC(=O)CCc2c(C)nc3ncnn3c2C)cc(C(=O)OC)c1,i,-17
CCN(CC)S(=O)(=O)c1ccc(Cl)c(C(=O)Nc2nncs2)c1,i,-8
Cc1nn(-c2ccccc2)c(Cl)c1/C=C/C(=O)c1ccccc1,i,-24
COc1cccc(CCNC(=O)CC2C(=O)NCCN2Cc2ccc(Cl)c(F)c2)c1 (centres undefined),i,-2

# Part of the list above, with values under each structure:
# The line under a structure holds: CHT PAM	OX1R antag
COc1ccc(-c2nnn(CC#N)n2)cc1OC
 : i	-4
Cc1c(Cc2ccc3c(c2)OCO3)sc(NC(=O)c2ccccc2)c1C(N)=O
 : i	-19
O=S1(=O)N=C(N=Nc2c(O)[nH]c3ccccc23)c2ccccc21
 : i	-8
CCOc1ccccc1N1CC(C(=O)N(CC)C2CCS(=O)(=O)C2)CC1=O (centres undefined)
 : x	-4
COc1c(C)cc(C(=O)C2CCCN(C(=O)c3ccc4[nH]ccc4c3)C2)cc1C (centres undefined)
 : i	-11

# Next part:
SMILES,CHT PAM,OX1R antag
COc1cccc(C(c2c(NC(=O)c3ccccc3)sc(C)c2C)N2CCN(C)CC2)c1 (centres undefined),i,-22
Cc1ccc(-c2c(C(=O)N/N=C/c3ccc(OC(C)C)cc3)nnn2-c2nonc2N)cc1,i,-14
CC1=C(C(=O)OCC(C)C)C(c2ccsc2)C2=C(CCCC2=O)N1 (centres undefined),i,-18
Cc1nnc(-c2cccc(Br)c2)c2cn(-c3ccccc3)nc12,i,-26
O=C(Nc1ncccc1O)c1cccc(S(=O)(=O)N2CCCC2)c1,i,11
CCCC(=O)N(CCN(Cc1ccccc1)C(=O)CCC)Cc1ccccc1,i,-19
Cc1ccc2nc3c(c(Nc4cccc(O)c4)c2c1)CCC3,i,-11

# Screening data: PubChem, several laboratories
